Screens as filed in PubChem BioAssay.
Cav3 T inh = human Cav3.2 channel inhibition, primary screen | O95180 | Cav3.2-expressing cells, Fluo-4 calcium fluorescence FDSS; hits give low values | B-score at 10 µM | 100,000 tested, 4% active | AID 449739;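 active means single-dose well whose peak fluorescence ratio is a statistical outlier from its plate by either plate-standardised score or position-corrected B-score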
An asterisk follows results filed as active. Not all compounds are listed; count on the stated rates, not on these rows.

SMILES | Cav3 T inh
Cc1nn(CC(C)C)c(=S)[nH]c1=O | -1.2
CC(C)c1nnc(NC(=O)Cc2cccs2)s1 | -0.71
COc1ccc(CNC(=O)C2CCCN2S(=O)(=O)c2ccccc2)cc1 (stereo not given) | 0.43
CCOC(=O)c1c(C(=O)OCC)c(C)n(N2C(=O)CSC2=S)c1C | -1.6
COC(=O)c1cccc(NC(=O)C2C3CCC(C3)C2C(=O)O)c1 (stereo not given) | 0.43
C=CCNc1ncnc2c1cnn2-c1ccc(Cl)cc1 | -0.029
Cc1cnc(C(=O)Nc2ccc(F)c(F)c2)cn1 | 0.34
CC1CC(C)(C)NC(C)c2ccccc21 (stereo not given) | 0.11
Cn1nccc1C(=O)Nc1ccc(OC(=O)c2ccnn2C)cc1 | 0.57
Cc1cccc(N2CCN(C(=O)CCn3c(=S)[nH]c4cc5c(cc4c3=O)OCO5)CC2C)c1 (stereo not given) | -4*
Cn1c(=O)c2c(nc(OCc3cccnc3)n2Cc2ccccc2)n(C)c1=O | 1
Oc1ccccc1CNCCCNCc1ccccc1O | -0.35
Cc1cccc(Nc2nc(N)nc(CN3CCN(c4ccccc4)CC3)n2)c1 | -3.7*
COc1ccc(OC)c(NC(=O)N[C@@H](Cc2ccccc2)C(=O)O)c1 | 0.32
O=C(Nc1ccncc1)c1ccccc1F | -0.035
CCSc1ccccc1C(=O)N1CCCC1 | 0.62
C=CCNC(=O)C1CC(=O)N(c2ccc(OCC(=O)Nc3ccc(C)cc3)cc2)C1 (stereo not given) | 0.58
O=C(CSCc1ccc(F)cc1)Nc1nc2c(s1)CCCC2 | -6.6*
O=C(Cc1ccccc1)Nc1ccc(CN2CCOCC2)cc1 | 0.043
COCCn1c(-c2ccc(OC)cc2)nc2oc3cc(OC)ccc3c(=O)c2c1=O | 1.3
Cc1cc(C)cc(OCC(=O)NC2=NCCS2)c1 | 0.78
S=c1[nH]nc(-c2cccnc2)n1Cc1ccccc1 | 0.44
N#CCSc1nnc(Nc2ccccc2)s1 | 1.4
COc1cccc(C(=O)Nc2cc([N+](=O)[O-])ccc2N2CCN(C)CC2)c1 | 0.08
O=S(=O)(c1cnc[nH]1)N1CCN(c2ccccc2)CC1 | 0.018
CNC(=O)c1nnn(-c2ccccc2)c1C(=O)NC | -0.14
CN1CCN(C(=O)C2=C[C@H](C(C)(C)C)C[C@H](OCCCCO)O2)CC1 | 0.67
CSc1nc(NC(C)(C)C)nc(Oc2ccc(=O)n(C)n2)n1 | 0.13
COc1ccc(-c2nnc3sc(COc4ccccc4)nn23)cc1 | -1.3
CN=Cc1sc2ccccc2c1O | -0.054

6 entries from above, arranged by length of the SMILES, highest first:
SMILES | Cav3 T inh
C=CCNC(=O)C1CC(=O)N(c2ccc(OCC(=O)Nc3ccc(C)cc3)cc2)C1 (stereo not given) | 0.58
COc1cccc(C(=O)Nc2cc([N+](=O)[O-])ccc2N2CCN(C)CC2)c1 | 0.08
O=C(CSCc1ccc(F)cc1)Nc1nc2c(s1)CCCC2 | -6.6*
S=c1[nH]nc(-c2cccnc2)n1Cc1ccccc1 | 0.44
Cc1cc(C)cc(OCC(=O)NC2=NCCS2)c1 | 0.78
CN=Cc1sc2ccccc2c1O | -0.054

(cont.)
SMILES | Cav3 T inh
CN1CC[C@@]2([C@@]34CCN(C)C3Nc3ccccc34)c3ccccc3NC12 (stereo not given in full) | 0.23
CC1CCC/C(=C\Nc2ccccc2C(=O)O)C1=O (stereo not given) | -0.19
CC(C)(C)NC(=O)C(c1ccc(OCC(N)=O)cc1)N(C(=O)c1cccnc1)C1CC1 (stereo not given) | 0.35
C/C(=N/OCC(=O)Nc1ccc(C)cc1C)c1cccs1 | -1.2
COc1ccccc1OCc1ccc(C(=O)OCC2CCCO2)o1 (stereo not given) | 0.18
CCOC(=O)c1c(NC(=O)C(C)S(=O)(=O)c2cn(CC)c3ccccc23)sc2c1CCCC2 (stereo not given) | -1.7
Cc1nc2ccccc2c(=O)n1/N=C/c1ccc(O)cc1 | -0.7
C(=C\c1ccccc1)/CSc1nnc(-c2ccccn2)n1Cc1ccco1 | -5.5*
COc1ccc(CCNC(=O)Cn2nnc(-c3ccccc3F)n2)cc1OC | 1.1
C#CCOC(=O)C(NC(=O)c1ccccc1)=C1CCCCC1 | 0.0047
CSc1ccc(NC(=O)NCCCN2CCN(c3ccccc3F)CC2)cc1 | -2.9
CC(=O)c1c(NC(=O)C(C)C)nc(C)nc1-c1ccccc1 | -0.24
Cn1c(SCC(=O)Nc2cccc(F)c2)nnc1-c1cc2ccccc2o1 | 0.012
Cc1ccc(OCc2nc(-c3ccccn3)no2)cc1 | -1.1
CC(C)Cc1[nH]c(=O)c(C#N)c2c1CCCC2 | 0.89
O=C(Cn1c(C(=O)N2CCN(C3CCCC3)CC2)cc2sccc21)c1ccccc1 | -0.72
CCN(CC)c1ccc2cc(-c3nnc(-c4ccncc4)o3)c(=O)oc2c1 | -4*
CC1CCCN(C(=O)c2ccc3nc[nH]c3c2)C1 (stereo not given) | 0.5
COc1cc(C)ccc1OCCOc1cc(C)ccc1Cl | -0.29
O=C1CC(c2ccccc2)CC2=C1CN(C1CCCCC1)CN2 (stereo not given) | 0.99
O=C(CN1CCN(S(=O)(=O)c2ccccc2)CC1)Nc1ccc(Cl)c(Cl)c1 | -3.7*
Cn1c(N2CCCC2)nc2c1c(=O)n(Cc1ccc(Cl)cc1)c(=O)n2C | -3.4
O=C(Nc1cccc(Cl)c1N1CCCC1)c1ccc(Br)o1 | -0.26
Cc1ccc2oc(=O)c3cc(C(=O)NCc4ccco4)sc3c2c1 | 0.033
CC(O)CN(CCC(N)=O)CCC(N)=O (stereo not given) | 0.45
O=C(NCc1ccco1)c1cnn2c1NC(c1ccccc1)CC2C(F)(F)F (stereo not given) | 0.6
O=C(Oc1nsnc1N1CCOCC1)N1CCCC1 | 0.29
CCOc1cc(S(=O)(=O)Nc2ccc(CC)cc2)ccc1Cl | -2.9
CCOc1ccc2nc(NC(=O)Nc3cccs3)sc2c1 | -0.077
COc1ccc(C(=O)Nn2c(SCC(=O)NCC3CCCO3)nc3ccccc3c2=O)cc1 (stereo not given) | -0.09
Brc1ccc(C2C3=C(Nc4ncnn42)c2ccccc2OC3c2ccncc2)cc1 (stereo not given) | -4.9*
Cn1nc(-c2ccc(OCC(=O)NCC3CCCO3)cc2)c2ccccc2c1=O (stereo not given) | 0.46
COc1ccc(NC(=O)N2CCN(S(C)(=O)=O)CC2)cc1OC | 0.48
O=C(NCCCn1ccnc1)Nc1ccc(Cl)cc1Cl | 1.4
CN(Cc1cccs1)c1ncnc2sccc12 | 0.78
Nc1ccc(Cc2ccc(N)c(C(=O)O)c2)cc1C(=O)O | 1.1
O=S(=O)(c1ccc(-c2nnc(SCc3nnc(-c4ccccc4)o3)o2)cc1)N1CCCC1 | 0.51
Cn1nnnc1SCC(=O)Nc1ccccc1N1CCCCC1 | 0.54
Cc1cc(Nc2ccccc2)n(-c2cccc(Cl)c2)n1 | -2.7
Cc1c(S(=O)(=O)Nc2cccc(Cl)c2)c(=O)n(C)c(=O)n1C | 0.78
COCCSc1nnc(NC(=O)C2CCCCC2)s1 | 1.5
CSc1nnc2n(-c3ccccc3)c(=O)c3c4c(sc3n12)CCC4 | 2.6
N#Cc1cnc2sc3ccccc3n2c1=N | -2.7
COC(=O)C(N)Cc1ccc(O)cc1 (stereo not given) | -0.086
COc1ccc2c(c1)C(=O)/C(=C/C=C/c1ccccc1)CC2 | -4.7*

Part of the list above, tab-delimited:
SMILES	Cav3 T inh
C/C(=N/OCC(=O)Nc1ccc(C)cc1C)c1cccs1	-1.2
S=c1[nH]nc(-c2cccnc2)n1Cc1ccccc1	0.44

Next part:
SMILES | Cav3 T inh
CN1C(=O)C2C=CC1C1C(=O)N(c3ccccc3)C(=O)C21 (stereo not given) | 0.063
CCOC(=O)c1[nH]c(CSc2nnc(-c3ccncc3)n2CCOC)c(C(=O)OCC)c1C | 0.021
COc1ccc(-c2oc3ccc(-c4ccc5c(c4)OCO5)cc3c2-c2ccc(OC)nc2)cc1 | -0.039
CC1=NOC2(C1)N(C)c1ccccc1C2(C)C (stereo not given) | 0.028
Cc1ccc(Cn2nnc3c(=O)n(Cc4ccccc4C)cnc32)cc1 | 0.028
Cc1nc(SCC(=O)NCc2ccccc2)c2oc3ccccc3c2n1 | -0.37
Cc1ccccc1-n1nc2c(c1NC(=O)c1c(-c3ccccc3Cl)noc1C)CSC2 | -5.9*
CCCC(=O)Nc1nnc(Cc2ccccc2)s1 | -0.39
COC(=O)CSc1ccc(C#N)c(SCC(=O)OC)c1 | 0.079
Cc1nn(-c2ccccc2)c(C)c1C(=O)OCC(=O)N1CCN(S(=O)(=O)c2ccccc2)CC1 | 0.87
COc1ccc(NC(=O)CSc2nnc(Cc3cccn3C)n2CCc2ccccc2)c(OC)c1 | -2.1
Cc1ccc(-n2nc(-c3ccco3)cc2C(=O)NCc2cccnc2)cc1 | -0.058
CCC(C)(C)n1nnnc1C(c1ccc(OC)c(OC)c1)N1CCN(c2cccc(OC)c2)CC1 (stereo not given) | -1.9
O=C(Nc1ccc2c(c1)OCCO2)c1cccc2nc3ccccc3nc12 | -1.3
O=C(NC1CCCCC1)N(Cc1ccccc1)Cc1ccco1 | -9.1*
O=C(NCC(c1cccs1)N1CCOCC1)c1cc2ccccc2o1 (stereo not given) | -0.36
CCCCN(CCCC)S(=O)(=O)c1ccc2oc(C(=O)N3CCOCC3)c(C)c2c1 | -4.7*
Cn1c(CSc2nc3ccccc3s2)nc2ccccc21 | -4.7*
COc1cc(OC)c2c(-c3ccccc3)cc(=O)oc2c1C(CCN1CCCC(C)C1)c1ccc(N(C)C)cc1 (stereo not given) | 0.05
Nc1nc(N2C(=O)C3CC=CCC3C2=O)nn1-c1ccccc1 (stereo not given) | 0.43
Cc1ccc(Cn2nnc3c(=O)[nH]c(C4CCCN(C(=O)Nc5ccc(F)cc5)C4)nc32)cc1 (stereo not given) | 0.059
Cc1ccc(S(=O)(=O)NC(CC(=O)O)c2ccccc2)cc1 (stereo not given) | -0.14
O=C(CN(Cc1cccs1)C(=O)CNC(=O)c1ccco1)NC1CCCCC1 | 1.4
COC(=O)c1ccc(Cl)c(NC(C)=O)c1 | 0.24
COc1cc(NS(=O)(=O)c2ccc(NC(=O)c3ccco3)cc2)nc(OC)n1 | -0.44
COc1ccc(C(=O)Nc2nc(-c3ccc(OC)cc3)c(-c3ccc([N+](=O)[O-])cc3)s2)cc1 | -2.1
Cc1[nH]n(-c2ccccc2)c(=O)c1Sc1ccc(Cl)cc1 | -1.3
N#C/C(=C\c1ccc(N2CCOCC2)o1)c1ccccc1 | -2.6
Cc1cccc(OCCCSc2nc3ccccc3[nH]2)c1 | -8.1*
Cc1c(OCc2ccccc2)c(=O)ccn1Cc1ccccc1 | 0.99
CCCCCn1c(NC2CCCCC2)nc2c1c(=O)[nH]c(=O)n2C | -1.3
COC(=O)c1ccc(C2/C(=C(/O)c3ccc(OC)cc3)C(=O)C(=O)N2c2cc(C)on2)cc1 (stereo not given) | 0.0066
NC(=O)[C@H](Cc1cc2ccccc2s1)NC(=O)[C@@H]1CC2(CC(c3cccc(NC(=O)[C@@H]4CCC(=O)N4)c3)=NO2)CN1C(=O)/C=C/Sc1ccccc1 (stereo not given in full) | 0.071
O=C(C1CCN(c2ccc(N3CCOCC3)nn2)CC1)N1CCc2ccccc2C1 | 0.63
O=C(CCSc1ccccc1)Nc1ccc(S(=O)(=O)N2CCOCC2)cc1 | -0.73
O=C1c2ccccc2C(=O)N1c1nc(-c2cccs2)cs1 | -0.14
CC(C)(C)NC(=O)c1cccc(NC(=O)c2ccco2)c1 | 1.3
CC(C)NC(=O)C(Cc1ccccc1)N1C(=O)c2ccccc2C1=O (stereo not given) | 0.5
O=C(COC(=O)c1cnccn1)c1ccc2ccccc2c1 | 0.3
O=S(=O)(c1ccc(Br)s1)N1CCC(Cc2ccccc2)CC1 | -2
Cc1ccccc1C(=O)NNC(=O)C(C)N1C(=O)c2ccccc2C1=O (stereo not given) | 0.0021
CCCc1[nH]nc2c1C(c1ccc(OC)c(CSC3=NCCS3)c1)C(C#N)=C(N)O2 (stereo not given) | -0.27
Cn1c(=O)c2cc(S(=O)(=O)NC(Cc3ccccc3)C(=O)NCc3ccco3)ccc2n(C)c1=O (stereo not given) | 0.28
CCOc1ccc(S(=O)(=O)Nc2ccc3c(c2)OCO3)c2cccnc12 | 0.046
O=C(NC1CCCC1)C1c2ccccc2C(=O)N1C1CCCCC1 (stereo not given) | 2.5

Fetched by compound from above (four):
SMILES | Cav3 T inh
O=C(C1CCN(c2ccc(N3CCOCC3)nn2)CC1)N1CCc2ccccc2C1 | 0.63
CCOc1ccc(S(=O)(=O)Nc2ccc3c(c2)OCO3)c2cccnc12 | 0.046
O=C(NC1CCCC1)C1c2ccccc2C(=O)N1C1CCCCC1 (stereo not given) | 2.5
CCCc1[nH]nc2c1C(c1ccc(OC)c(CSC3=NCCS3)c1)C(C#N)=C(N)O2 (stereo not given) | -0.27

3 entries from above, in CSV form:
SMILES,Cav3 T inh
Cc1ccc2oc(=O)c3cc(C(=O)NCc4ccco4)sc3c2c1,0.033
CC(O)CN(CCC(N)=O)CCC(N)=O (stereo not given),0.45
O=C(NCc1ccco1)c1cnn2c1NC(c1ccccc1)CC2C(F)(F)F (stereo not given),0.6

Further records.
SMILES | Cav3 T inh
O=C(C1=C(O)C(=O)N(Cc2ccccc2)C1c1ccncc1)c1ccco1 (stereo not given) | 0.23
CC(C)CCN(C)C1CCN(C(=O)Nc2c(F)cccc2F)CC1 | -1.3
CCOC(=O)/C(C#N)=C\c1ccc2c(c1)OCO2 | 0.019
COCCOC(=O)C1=C(C)NC2=C(C(=O)CC(C)(C)C2)C1c1cc2c(cc1Br)OCO2 (stereo not given) | 0.24
COc1cc2c(cc1OC)C1(NCC2)C(=O)Nc2ccccc21 (stereo not given) | -0.45
Nn1c(SCC(=O)Nc2ccc(F)c(F)c2)nnc1C1CCCCC1 | 0.037
COc1cc(OC)c(NC(=O)Cn2cccc2)cc1Cl | -0.87
CC1(C)N([O-])C(c2ccccc2)=C[N+](=O)C1(C)C | 0.29
